# TRb SRC2 PPI: inhibitors of human thyroid hormone receptor beta-SRC2 interaction; P10828; TRbeta-SRC2 peptide binding, fluorescence polarization; receptor liganded with 1 µM T3; Potency, µM (titrated, usually from 106 µM), without a hit: at the top dose activity change, negative = inhibition, most hits filed as inhibitors; actives 0.065% (n = 280,000); AID 1469;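 note: potency is the fitted concentration of half-maximal effect; plate controls were bound peptide for no effect and peptide without receptor for full effect; nearly all actives have a fitted effect of over 50% in size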
#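 Human TRb ligand-binding domain (0.6 uM) is mixed with 20 nM Texas Red SRC2 peptide and 1 uM T3; after compound addition and 5 hr at ambient temperature, polarization is measured and normalized to unbound and bound controls.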
# Epigenetic reg: epigenetic control regulation, reporter derepression; murine LDR cells, GFP reporter derepression, 30 h; Potency, µM (highest dose often 53.9 µM), inactives show at the highest dose GFP activation, hits mostly activators; actives 0.2% (n = 280,000); AID 1865; note: potency is the fitted concentration of half-maximal effect; % of control where 0% means no effect; nearly all actives have a fitted effect of over 60% in size
#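 In this reporter-derepression format, murine cells bearing a silenced integrated CMV-GFP locus incubate with test compound (30 h, 37 C), then are washed and imaged; fluorescent objects of 20–120 um count as induced cells.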
# NPSR antagonist: antagonists of human neuropeptide S receptor cAMP signaling; AID 1461; Potency, µM (highest dose often 38.3 µM), inactives show at the highest dose activity change, negative = inhibition, hits mostly inhibitors; CHO-NPSR cells, cAMP TR-FRET, antagonist mode; actives 1% (n = 220,000); Q6W5P4; note: potency is the fitted concentration of half-maximal effect; % is set by controls: 0 for no effect and ±100 for the full control effect; nearly all actives have a fitted effect of over 50% in size; many of its hits are not listed in these tables
# CBFb RUNX1 block: CBF-beta/RUNX1 interaction disruption; AlphaScreen CBFb-His/RUNX1-biotin binding, biochemical; Potency, µM (highest dose often 59.8 µM), for the others: at the highest dose activity, negative = inhibition, hits mostly inhibitors; 230,000 tested, under 10 active; AID 1477; note: % of control where 0% means no effect
# Target sequence (Q01196 whole entry, looked up): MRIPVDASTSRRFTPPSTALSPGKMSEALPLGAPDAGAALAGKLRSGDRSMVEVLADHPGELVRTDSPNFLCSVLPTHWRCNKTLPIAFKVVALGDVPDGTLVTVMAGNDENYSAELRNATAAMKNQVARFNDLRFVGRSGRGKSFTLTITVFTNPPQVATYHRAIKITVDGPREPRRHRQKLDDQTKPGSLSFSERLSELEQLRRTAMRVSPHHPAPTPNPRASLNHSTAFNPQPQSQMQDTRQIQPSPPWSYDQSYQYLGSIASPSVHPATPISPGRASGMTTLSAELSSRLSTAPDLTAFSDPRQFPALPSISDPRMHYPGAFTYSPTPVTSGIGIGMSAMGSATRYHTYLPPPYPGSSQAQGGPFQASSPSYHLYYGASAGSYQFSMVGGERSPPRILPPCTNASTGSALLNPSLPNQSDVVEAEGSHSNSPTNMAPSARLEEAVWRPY
# Target sequence (Q13951 whole entry, looked up): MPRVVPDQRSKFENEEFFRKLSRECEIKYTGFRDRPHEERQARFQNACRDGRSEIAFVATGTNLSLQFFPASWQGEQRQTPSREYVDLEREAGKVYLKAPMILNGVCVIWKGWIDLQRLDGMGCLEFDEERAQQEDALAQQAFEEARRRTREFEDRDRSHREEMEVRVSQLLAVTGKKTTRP
#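 Room-temperature protein-protein interaction test with 30 nM each of His-tagged CBF-beta and biotinylated RUNX1, 15 min with compound, then 90 min with nickel plus streptavidin beads. Signal read in AlphaScreen mode.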
# GLA spleen mod: alpha-galactosidase A (human) modulation | P06280 | actives 0.008% (n = 240,000) | human spleen homogenate, 4MU-alpha-Gal fluorescence, 40 min | AID 2107 | Potency, µM (doses to about 80 µM), for the others: at the highest dose activity change, negative = inhibition, hits mostly inhibitors;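 note: potency is the fitted concentration of half-maximal effect; 0% = enzyme with vehicle and -100% = no enzyme basal signal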
# Target sequence (P06280 32-429 limits assumed): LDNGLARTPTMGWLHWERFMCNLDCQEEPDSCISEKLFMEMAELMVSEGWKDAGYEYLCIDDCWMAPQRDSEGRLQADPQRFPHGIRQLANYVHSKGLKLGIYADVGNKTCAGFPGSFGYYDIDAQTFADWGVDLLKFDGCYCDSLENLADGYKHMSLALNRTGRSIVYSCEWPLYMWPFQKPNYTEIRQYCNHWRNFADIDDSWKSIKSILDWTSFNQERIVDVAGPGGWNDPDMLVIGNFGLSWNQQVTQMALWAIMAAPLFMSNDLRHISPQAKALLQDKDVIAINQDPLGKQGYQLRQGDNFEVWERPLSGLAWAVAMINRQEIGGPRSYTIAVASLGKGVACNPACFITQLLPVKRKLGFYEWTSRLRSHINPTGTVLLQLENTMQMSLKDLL
#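 qHTS titration in buffer at pH 5.0. Alpha-galactosidase activity in spleen homogenate was measured via 4-methylumbelliferone release from 1 mM fluorogenic substrate after 40 min at 37C and a pH 10 stop. AC50 came from Hill fits of control-normalized data.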
# TR SRC2 fluor cs: counter-screen for TRb-SRC2 inhibitors: fluorescence interference; actives 0.29% (n = 280,000); TRb/SRC2 Texas Red total fluorescence interference; Potency, µM (titrated, usually from 106 µM), for inactives: at the top dose fluorescence change, negative = quenching; AID 1479; active = well fitted curve in either direction with a large enough effect; inconclusive = small, poorly fitted or top-dose-only effect; note: potency is the fitted concentration of half-maximal effect; % is set by controls: 0 for no effect and ±100 for the full control effect
#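 Human TRb ligand-binding domain at 0.6 uM with 20 nM Texas Red SRC2 peptide in Tris buffer containing 1 uM T3 and 5% DMSO, incubated with compound 5 h at ambient temperature. Total fluorescence (555/632 nm) calculated as parallel + 2 × perpendicular.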
# Tau fluor counter: counter-screen for tau fibril formation inhibitors. tau K18 P301L Alexa594 fluorescence, heparin fibrillization. Potency, µM (top dose mostly 57.7 µM), for the others: at the highest dose activity change, negative = decrease. actives 0.93% (n = 280,000). AID 1463; note: potency is the fitted concentration of half-maximal effect; % is set by controls: 0 for no effect and ±100 for the full control effect; nearly all actives have a fitted effect of over 55% in size
#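 Human tau K18 P301L (15 uM unlabeled, 0.24 uM Alexa 594-labeled) in 100 mM sodium acetate pH 7 with 20 uM heparin, 6 hr at 37 C. ThT 30 uM added, 1 hr ambient; Alexa 594 FP and total fluorescence read at 555/632 nm.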
# Tau FP inhib: inhibitors of human tau fibril formation; P10636; K18 P301L tau heparin fibrillization, Alexa594 FP, 6 h; Potency, µM (series often up to 57.7 µM), for inactives: top-dose activity, negative = inhibition, usual class: inhibitors; actives 0.39% (n = 280,000); AID 1468; note: potency is the fitted concentration of half-maximal effect; % is set by controls: 0 for no effect and ±100 for the full control effect; nearly all actives have a fitted effect of over 55% in size
#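 Human tau K18 […] P301L fragment, 15 uM unlabeled plus 0.24 uM Alexa 594-labeled tau (final), with compound and 20 uM heparin in 100 mM sodium acetate pH 7; 6 hr at 37 C, then Alexa 594 FP read.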
# Starred values were filed as active, the others as inactive; ? = inconclusive; / = no result given; & = joins results of further samples; [ ] = dose if it differs, or a comment. Unless noted, calls come from the whole dose curve; as a rule, active = well fitted curve in the direction sought with a large enough effect; inconclusive = small, poorly fitted or top-dose-only effect, or another doubt; inactive = no such curve, though single readings can be large; an effect the other way counts as inactive or inconclusive. A portion of the library; the hit share may differ from the screen's.
SMILES,TRb SRC2 PPI,Epigenetic reg,NPSR antagonist,CBFb RUNX1 block,GLA spleen mod,TR SRC2 fluor cs,Tau fluor counter,Tau FP inhib
Cc1ccc(NC(=O)CCn2cnc3onc(-c4ccc(F)cc4)c3c2=O)c(Br)c1,-2%,6.3%,/,/,/,-2%,-29%,?
O=C(c1ccccc1)c1ccccc1C(=O)N1CCN(C(=O)c2ccccc2)CC1,1%,-2.6%,3%,1%,-4%,0%,7%,1%
O=C(COC(=O)C12CC3CC(CC(C3)C1)C2)Nc1ncc(Cl)cc1Cl,-8%,4.6%,-22%[46.1 µM],-2%,-3%,2%,-14%,3%
CCC(C)N1CCN(S(=O)(=O)c2ccc(NC(C)=O)cc2)CC1 (stereo not given),7%,2.0%,-24%,1%,-2%,-2%,-11%,-11%
C#CCN1C(=O)C(O)(CC(=O)c2ccc3c(c2)OCCO3)c2ccccc21 (stereo not given),-3%,-5.6%,-6%[46.1 µM],2%,-2%,1%,-7%,2%
CC(=O)Oc1ccc(C)cc1N1C(=O)c2ccc(C(=O)O)cc2C1=O,-15%,-4.1%,-10%[46.1 µM],-2%,-4%,-4%,2%,-5%
O=C(COC(=O)CCCN1C(=O)c2ccccc2C1=O)Nc1cc(Cl)cc(Cl)c1,1%,0.1%,6%,0%,-3%,-4%,?,?
CC1(C)COC(c2cc([N+](=O)[O-])ccc2Cl)=N1,-8%,8.4%,1%[46.1 µM],6%,-7%,-2%,-8%,-8%
CC1CCC(C(C)C)C(OC(=O)Cn2c(-c3ccc(Br)cc3)[n+](C)c3ccccc32)C1 (stereo not given),4%&2%,-0.6%&0.6%,?,-6%&1%,7%&5%,-2%&-3%,9%&12%,-13%&4%
COc1ccccc1CNC(=O)c1ccc(C)c(-n2cnc3cccnc32)c1,-8%,-0.5%,/,/,/,0%,-2%,2%
COc1ccccc1/C=C(\NC(=O)c1ccc(OC)c(OC)c1)C(=O)Nc1cc([N+](=O)[O-])ccc1C,-9%,-0.9%,3%,7%,3%,-1%,-3%,12%
COc1cc(/C=N/NC(=S)NCCN2CCOCC2)ccc1O,0%,0.0%,-3%,1%,12%,-19%,-3%,6%
CCOCC(=O)Nc1cccc(OC)c1,0%,0.0%,5%[46.1 µM],7%,-5%,-4%,0%,0%
CNC(=O)c1c(NC(=O)c2nc3ccccc3s2)sc2c1CCC2,10%,9.5%,?,-9%,16%,-15%,?,12%
CCN(CC)C(=O)CSc1nc2ccccc2c(=O)n1CCC(=O)NCCc1ccc(OC)c(OC)c1,8%,-4.7%,-25%,1%,7%,-2%,-12%,?
CSCC[C@H](NC(=O)OC(C)(C)C)C(=O)NCC1CCC(C(=O)O)CC1 (stereo not given in full),6%,2.9%,2%,1%,-2%,-6%,-5%,4%
CC1(C)CC(N(Cc2ccccc2)C(=O)Cc2ccccc2)CCO1 (stereo not given),1%[53 µM],0.4%,9%,5%,-1%,-2%[53 µM],-6%,11%
Cc1ccccc1Nc1c(-c2ccc(N3CCOCC3)cc2)nc2ncccn12,-5%&1%,-0.1%&1.2%,-19%,-3%,4%,-6%&-1%,-18%&-23%,12%&-6%
Cc1ccc(S(=O)(=O)Nc2ccc(Cl)cc2)cc1NC(=O)c1cc2c(s1)CCCC2,10%,-3.0%,-31%,17%,-3%,-2%,-26%,?
CC(=O)c1ccc(Sc2ccccc2N)c([N+](=O)[O-])c1,-7%,0.0%,19%,-13%,-5%,-6%,-25%,-1%
O=C(CN1C(=O)c2ccccc2S1(=O)=O)N1CCN(c2ccccc2F)CC1,-4%,0.5%,-3%[46.1 µM],12%,0%,-3%,11%,7%
CSc1nc(N)c2c(n1)OC(N)=C(C#N)C2c1cccnc1 (stereo not given),4%,0.0%,24%,-5%,2%,-2%,1%,1%
CCC(C)NC(=O)c1ccc2c(SCC(=O)O)c3c(nc2c1)CCCC3 (stereo not given),-9%,-1.0%,-5%,8%,-11%,0%,-9%,-4%
COc1ccccc1C(=O)C1CCCN(C(=O)c2cccc(-n3cccn3)c2)C1 (stereo not given),-2%,0.0%,22%,7%,6%,-3%,-3%,4%
CCOc1cc(C(c2c(C)[nH][nH]c2=O)c2c(C)[nH][nH]c2=O)ccc1O,1%,-1.1%,24%,3%,6%,11%,-8%,?
# Remaining list, next part
SMILES,TRb SRC2 PPI,Epigenetic reg,NPSR antagonist,CBFb RUNX1 block,GLA spleen mod,TR SRC2 fluor cs,Tau fluor counter,Tau FP inhib
COC(=O)c1ccccc1NC(=O)CSc1nnnn1C1CCCCC1,-16%,0.9%,-14%[46.1 µM],16%,1%,0%,-9%,2%
CCc1nc(SCC(=O)Nc2ccc(NC(C)=O)cc2)n[nH]1,-2%,-0.8%,/,/,/,-1%,11%,5%
Cc1cc(C)c2c(CC(=O)Nc3ccc(Cl)cn3)coc2c1,3%,-1.1%,-21%[46.1 µM],7%,-2%,-3%,-10%,-12%
CCOC(=O)c1sc(NC(C)=O)nc1C,6%,-0.1%,5%[46.1 µM],3%,9%,-1%,-6%,-3%
CN1C(=O)/C(=C\C(=O)c2cccs2)c2ccccc21,10%,1.5%,-28%,2%,3%,-1%,-3%,1%
O=S(=O)(Nc1nccs1)c1ccc(Br)cc1,-3%,0.0%,-8%,-1%,-13%,-3%,1%,8%
Cc1cccc(/C=N/NC(=O)CN2CCCCCCC2)c1,2%,0.0%,26%,2%,3%,8%,-8%,8%
CC1CCCN(C(=O)Cn2c(-c3nonc3N)nc3ccccc32)C1 (stereo not given),-18%,1.0%,-3%[46.1 µM],4%,16%,0%,-7%,2%
O=C(Nc1ccc2nc(SCc3ccc(Cl)cc3)sc2c1)c1ccccc1C(=O)N1CCOCC1,7%,0.0%,?,1%,-10%,1%,?,-10%
Cc1ccc(C(C(=O)NCc2ccccc2)N(Cc2cccs2)C(=O)c2ccc3c(c2)OCCO3)cc1 (stereo not given),-11%,-1.0%,-25%,-5%,0%,-2%,-9%,10%
CC(C)(C)c1cc(NC(=O)c2ccc(OC3CCCC3)cc2)no1,2%,-0.9%,-2%,-2%,3%,1%,-11%,2%
CSc1nc2c(cc1C#N)CCC2,-3%,1.2%,5%,7%,-16%,-2%,-2%,6%
Cc1ccc(CON=C2CCN(c3ncc(C(F)(F)F)cc3Cl)CC2)cc1,3%,-1.1%,-15%[46.1 µM],17%,-18%,-3%,-5%,-2%
Cc1ccccc1CSCC(=O)Nc1c(C)n(C)n(-c2ccccc2)c1=O,-1%,1.0%,17%,-3%,6%,-3%,-5%,2%
Cc1cccc(NC(=O)c2ccc(C(=O)c3ccccc3)o2)c1,2%,2.9%,-17%,-4%,10%,-1%,-18%,-8%
CCOC(=O)N1CCN(C(=O)CSc2nnc(Cc3cccn3C)n2CCc2ccccc2)CC1,0%,10%,-22%[46.1 µM],-1%,-3%,1%,-11%,-4%
CC(=O)c1nc2ccccc2n1S(=O)(=O)c1ccc(C)cc1,-31%,-1.5%,13%[46.1 µM],-4%,27%,-2%,2%,4%
COc1cccc(NC(=O)Cn2cc(C(=O)c3ccc(F)cc3)c(=O)c3cc(OC)ccc32)c1,1%,6.2%,/,/,/,-1%,-20%,-9%
O=C(Nc1cccnc1)c1noc2c1CCCC2,1%,5.8%,?,-4%,15%,0%,1%,-1%
O=C(O)C1CCCN(S(=O)(=O)c2cccc3cccnc23)C1 (stereo not given),-9%,-0.8%,10%[46.1 µM],4%,-19%,-3%,-2%,-1%
NC(=O)c1ccc(NC(=O)COC(=O)CCc2ccc(S(=O)(=O)N3CCCCC3)cc2)cc1,-5%,-1.3%,11%,1%,2%,-3%,-24%,?
O=c1cc(C(Cl)(Cl)Cl)oc2c1ccc1ccccc12,-2%,1.5%,4%[46.1 µM],3%,0%,1%,-9%,-9%
CCN(CC)c1ccc(NC(=O)Nc2cccc(C(C)=O)c2)cc1,-4%,-0.7%,-23%[46.1 µM],-23%,8%,1%,18µM*[quencher],13%

# Entries above with an aryl thioether with sulfur outside any ring:
SMILES,TRb SRC2 PPI,Epigenetic reg,NPSR antagonist,CBFb RUNX1 block,GLA spleen mod,TR SRC2 fluor cs,Tau fluor counter,Tau FP inhib
CCN(CC)C(=O)CSc1nc2ccccc2c(=O)n1CCC(=O)NCCc1ccc(OC)c(OC)c1,8%,-4.7%,-25%,1%,7%,-2%,-12%,?
CC(=O)c1ccc(Sc2ccccc2N)c([N+](=O)[O-])c1,-7%,0.0%,19%,-13%,-5%,-6%,-25%,-1%
CSc1nc(N)c2c(n1)OC(N)=C(C#N)C2c1cccnc1 (stereo not given),4%,0.0%,24%,-5%,2%,-2%,1%,1%
CCC(C)NC(=O)c1ccc2c(SCC(=O)O)c3c(nc2c1)CCCC3 (stereo not given),-9%,-1.0%,-5%,8%,-11%,0%,-9%,-4%
COC(=O)c1ccccc1NC(=O)CSc1nnnn1C1CCCCC1,-16%,0.9%,-14%[46.1 µM],16%,1%,0%,-9%,2%
CCc1nc(SCC(=O)Nc2ccc(NC(C)=O)cc2)n[nH]1,-2%,-0.8%,/,/,/,-1%,11%,5%
O=C(Nc1ccc2nc(SCc3ccc(Cl)cc3)sc2c1)c1ccccc1C(=O)N1CCOCC1,7%,0.0%,?,1%,-10%,1%,?,-10%
CSc1nc2c(cc1C#N)CCC2,-3%,1.2%,5%,7%,-16%,-2%,-2%,6%
CCOC(=O)N1CCN(C(=O)CSc2nnc(Cc3cccn3C)n2CCc2ccccc2)CC1,0%,10%,-22%[46.1 µM],-1%,-3%,1%,-11%,-4%
